EPAC2 agonist: agonists of human EPAC2 (RAPGEF4); EPAC2 activation, biochemical qHTS; response scale: 100% = 6.5 mM cAMP response; Potency, µM (highest dose often 154 µM), inactives show at the highest dose activation, usual class: activators; 0.079% of 360,000 active; AID 720711; further: nearly all actives have a fitted effect of over 50% in size
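Nucleotide exchange monitored as fluorescence drop when BODIPY-GDP leaves Rap1B. Reaction: 100 nM EPAC2, 250 nM RAP1B-BODIPY-GDP, 50 uM GDP, room temperature, kinetic read over 30 min. Activity expressed relative to 6.5 mM cAMP.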
TDP-43 yeast inh: rescues yeast growth from TDP-43 toxicity | TDP-43 expressing yeast growth rescue, BacTiter-Glo, 24 h | Potency, µM (top dose mostly 46.1 µM), without a hit: at the top dose growth rescue (activation), most hits filed as activators | 1.8% of 410,000 active | AID 652104; further: % of control where 0% means no effect; nearly all actives have a fitted effect of over 50% in size
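Galactose-induced TDP-43 yeast, OD600=0.02, compound pinned; 24 hr, 30 deg C; BacTiter-Glo luminescence for growth. Inhibitors of TDP-43 toxicity read as activators.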
PTHR1 agonist: agonists of human PTHR1 parathyroid hormone receptor | Q03431 | HEK293 GP2 PTHR1 cells, GloSensor cAMP luminescence, 1 h | Potency, µM (titrated, usually from 115 µM), for inactives: at the top dose activation, usual class: activators | 0.075% of 410,000 active; further: nearly all actives have a fitted effect of over 55% in size; some results filed as inactive show a strong effect at the top dose; inactives centre near -15; many of its hits are not listed in these tables
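HEK-293-derived GP2 cells expressing PTHR1 and a GloSensor cAMP reporter, 3,000/well, plated overnight, given luciferin plus IBMX (each 0.5 mM as added) for 1 h at 37 °C, then compound for 1 h at 37 °C. Luminescence was read after 15 min at room temperature.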
EPAC2 antag: blocks human EPAC2 exchange factor; EPAC2 GEF exchange of Rap1B-BODIPY-GDP, fluorescence; Q8WZA2; Potency, µM (titrated, usually from 114 µM), for the others: top-dose activity, negative = inhibition, usual class: inhibitors; 0.18% of 360,000 active; AID 720708; further: on the % scale 0 is the no-effect control and ±100 the full control effect; nearly all actives have a fitted effect of over 45% in size; many of its hits are not listed in these tables
FUS suppressor: suppressors of FUS proteinopathy in yeast. S. cerevisiae FUS-expressing, growth rescue, OD600, 24 h. Potency, µM (series often up to 76.6 µM), for the others: at the top dose growth rescue (activation), most hits filed as activators. 0.24% of 390,000 active. AID 1347120;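 further: plate controls were DMSO vehicle for no effect and reference control for full effect; nearly all actives have a fitted effect of over 55% in size; some results filed as inactive show a strong effect at the top dose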
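Restored growth of FUS-toxic S. cerevisiae, read as 600 nm absorbance after 24 h at 30C in galactose medium (starting OD 0.005). Controls CP55940 and DMSO.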
aSyn yeast inh: alpha-synuclein toxicity inhibition in yeast | Yeast expressing alpha-synuclein, growth rescue, BacTiter-Glo, 24 h | Potency, µM (titrated, usually from 46.1 µM), for the others: at the highest dose growth rescue (activation), usual class: activators | 0.14% of 370,000 active | AID 652106; further: % of control where 0% means no effect; nearly all actives have a fitted effect of over 65% in size
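Galactose-induced alpha-syn yeast (OD600=0.02, raffinose-pregrown) + pinned cpd, 24 hr, 30 deg C; growth by BacTiter-Glo luminescence. Growth restoration scores as activation.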
EPAC1 antag: blocks human EPAC1 exchange factor; O95398; EPAC1 GEF assay, Rap1b-BODIPY-GDP exchange fluorescence; Potency, µM (series often up to 115 µM), inactives show top-dose activity change, negative = inhibition, actives largely listed as inhibitors; 0.14% of 360,000 active;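 further: plate controls were vehicle for no effect and positive control for full effect; nearly all actives have a fitted effect of over 50% in size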
Target sequence (O95398 whole entry, looked up): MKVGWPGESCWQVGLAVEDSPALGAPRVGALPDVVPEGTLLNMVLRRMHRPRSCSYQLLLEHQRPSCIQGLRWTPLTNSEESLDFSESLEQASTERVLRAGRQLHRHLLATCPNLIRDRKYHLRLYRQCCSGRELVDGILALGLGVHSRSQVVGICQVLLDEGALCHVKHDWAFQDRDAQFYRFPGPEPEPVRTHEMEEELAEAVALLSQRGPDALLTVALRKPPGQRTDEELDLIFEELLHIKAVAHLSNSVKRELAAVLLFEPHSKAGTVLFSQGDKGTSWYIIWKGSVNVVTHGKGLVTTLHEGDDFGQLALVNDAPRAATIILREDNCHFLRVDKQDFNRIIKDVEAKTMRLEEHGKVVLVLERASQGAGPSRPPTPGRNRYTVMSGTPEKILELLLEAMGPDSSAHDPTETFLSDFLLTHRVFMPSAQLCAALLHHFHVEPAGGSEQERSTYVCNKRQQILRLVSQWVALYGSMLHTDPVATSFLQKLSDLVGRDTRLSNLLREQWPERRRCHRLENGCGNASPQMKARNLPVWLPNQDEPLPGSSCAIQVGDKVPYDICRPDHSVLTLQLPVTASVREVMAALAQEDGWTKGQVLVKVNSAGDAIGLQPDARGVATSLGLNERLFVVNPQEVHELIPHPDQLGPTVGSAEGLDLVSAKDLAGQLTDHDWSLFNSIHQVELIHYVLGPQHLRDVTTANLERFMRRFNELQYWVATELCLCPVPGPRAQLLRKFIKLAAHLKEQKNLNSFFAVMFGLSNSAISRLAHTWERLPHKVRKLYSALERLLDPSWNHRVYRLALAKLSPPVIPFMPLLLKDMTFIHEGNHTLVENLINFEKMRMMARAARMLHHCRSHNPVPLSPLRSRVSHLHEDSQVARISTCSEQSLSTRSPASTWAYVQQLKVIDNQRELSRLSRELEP
EPAC1 agonist: EPAC1 (human) agonism; EPAC1 agonist qHTS, biochemical assay; response scale: 100% = response to 6.5 mM cAMP; O95398; 0.073% of 360,000 active; Potency, µM (series often up to 154 µM), inactives show at the top dose activation, actives largely listed as activators; further: nearly all actives have a fitted effect of over 60% in size
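Nucleotide exchange assay: 100 nM EPAC1 with 250 nM Rap1B loaded with BODIPY-GDP and 50 uM GDP, room temperature. Fluorescence (480/540 nm) read every 5 min for 30 min; signal change normalized to 6.5 mM cAMP as full agonist.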
Active calls of the source: *; i = inactive; ? = inconclusive; / = not tested or not shown; [ ] = remark or other dose. The call rests on the fitted dose curve; in most records, active means well fitted curve in the direction sought with a large enough effect; inconclusive means small, poorly fitted or top-dose-only effect, or another doubt; inactive means no such curve, though single readings can be large; an effect the other way counts as inactive or inconclusive. Potency means the concentration at half of the fitted maximal effect. An excerpt; the hit share may differ from the screen's.

SMILES	EPAC2 agonist	TDP-43 yeast inh	PTHR1 agonist	EPAC2 antag	FUS suppressor	aSyn yeast inh	EPAC1 antag	EPAC1 agonist
O=C(O)C1CCCN1S(=O)(=O)c1ccc2[nH]c(=O)c(=O)[nH]c2c1 (centres undefined)	11.0%	24.2%	-3.5%	-4.8%	2.3%	-0.6%	3.3%	6.5%
COc1ccc(NS(=O)(=O)c2cc(Cl)ccc2Cl)cc1S(=O)(=O)N1CCCCC1	3.2%	-7.5%	-30.6%[inhibitor]	-19.8%	2.3%	11.7%	-24.5%	0.4%
N#C/C(=C\c1c(Oc2ccccc2Cl)nc2ccccn2c1=O)C(=O)NC1CCS(=O)(=O)C1 (centres undefined)	12.9%	-17.6%	-23.4%	-8.9%	28.1%	-2.9%	2.1%	10.4%
COC(=O)C1=C(C)NC(=S)N(C(C)=O)C1c1ccccc1 (centres undefined)	11.3%	19.9%	i	0.0%	-21.1%	18.6%	0.5%	0.8%
Cc1cccc(OCc2nnc3n2CCCCC3)c1	2.3%	-11.2%	i	7.0%	14.3%	-6.8%	-9.0%	-1.3%
Cc1ccc(-c2nn[nH]n2)cc1	4.0%	-3.9%	-3.8%[57.5 µM]	6.8%	15.7%	-2.8%	15.9%	3.3%
Cc1nn(-c2ccccc2)c2c1C1(C(=O)N(C)c3ccccc31)C(C#N)=C(N)O2 (centres undefined)	7.1%	13.2%	-12.7%[57.5 µM]	-6.1%	35.8%	8.9%	10.8%	14.5%
Nc1ccc(OCc2ccccc2)cc1	10.3%	7.4%	-21.4%	0.3%	-7.6%	-2.3%	-6.3%	5.7%
Cc1ccc(S(=O)(=O)CCSc2ccc(C(F)(F)F)cn2)cc1	3.3%	3.2%	-33.8%[inhibitor]	-6.9%	-20.5%	-0.4%	-18.3%	2.3%
CCOC(=O)C(C#N)=CN1CCN(C(=O)CCCl)c2ccccc21	7.8%	23.1%	i	11.7%	/	7.1%	8.9%	-7.8%
COc1cc2cc(C(=O)N3CCN(Cc4ccc5c(c4)OCO5)CC3)c(=O)oc2cc1OC	4.5%	-15.6%	i	11.6%	7.3%	0.6%	29.4%	-4.0%
Cc1ccc(-c2noc(CN(C)C(=O)c3ccc(Br)o3)n2)cc1	6.3%	23.9%	-24.5%	-4.1%	23.8%	1.2%	-8.1%	1.9%
CCCCNC(=O)c1nc(-c2ccncc2)oc1-c1ccc(OC(F)(F)F)cc1	-5.4%	20.4%	-2.4%	-1.3%	-11.2%	-0.4%	-13.8%	7.0%
O=C(CSc1ncnc2sccc12)NCc1ccc2c(c1)OCO2	7.9%	15.8µM*	-30.7%[inhibitor]	-9.0%	-7.2%	?	-2.1%	17.3%
CCN(CC)c1ccc(C2C(C(=O)OCCOC)=C(C)NC3=C2C(=O)CC(C)(C)C3)cc1 (centres undefined)	-5.6%	-0.5%	-8.4%	0.9%	-0.3%	-1.9%	-6.4%	-3.2%
Cn1c(=O)cc(SCC(=O)Nc2ccc3c(c2)OCO3)c2ccccc21	1.7%	16.1%	-4.9%[57.5 µM]	-2.4%	?	-2.4%	-3.0%	12.0%
O=C(Cc1ccc(S(=O)(=O)N2CCOCC2)s1)NCC1CCCCC1	8.2%	-9.6%	i	-5.4%	18.8%	-0.4%	-9.1%	-4.8%
COc1ccc(NC(=O)CSc2nncc(=O)n2N)cc1OC	-1.5%	0.0%	-8.3%	3.6%	12.2%	-0.7%	5.9%	-1.8%
Cc1nc(COc2ccc(C(=O)Nc3ccccc3N3CCOCC3)cc2)cs1	2.0%	13.6%	-28.5%	1.2%	21.0%	-7.9%	0.1%	0.2%
CCCC(=O)Nc1ccccc1NC(=O)C1CCCCC1	-0.1%	0.0%	i	-1.0%	12.7%	4.7%	-10.3%	5.8%
CCN(CC)S(=O)(=O)c1cccc(C(=O)OC2CC(C)OC2=O)c1 (centres undefined)	0.3%	-27.7%	i	7.9%	7.5%	-5.5%	12.5%	-1.6%
Cn1c(N)c(-c2nc3cccnc3n2C)sc1=S	10.1%	20.5%	i	-0.8%	-39.0%	2.8%	-15.6%	9.1%
Cc1ccc(S(=O)(=O)N(C)C)cc1NC(=O)COC(=O)CNC(=O)c1cccs1	5.4%	10.5%	-11.4%	-7.0%	11.9%	0.2%	-4.2%	-7.8%
O=C(CSc1nc2ccccc2o1)Nc1ccccc1	10.5%	-4.1%	-12.4%	-5.1%	24.2%	6.0%	-10.7%	1.0%
COC(=O)c1ccc(C(=O)OC)c(NC(=O)C2CC2)c1	8.8%	10.1%	-8.1%	-2.0%	/	0.2%	3.7%	8.0%
CCCSCCCNC(=O)Cn1nc(CC)n2c(cc3c(OC)cccc32)c1=O	2.0%	8.3%	-2.5%	-5.6%	-8.9%	-0.5%	6.5%	5.2%
CC1CC(NC(=O)c2cnc3n(c2=O)CCS3)CC(C)(C)C1 (centres undefined)	-11.0%	18.3%	i	-1.8%	41.3%	-6.1%	10.5%	-16.2%
CC(C)N(CCNS(=O)(=O)c1ccc(Cl)cc1)C(C)C	10.3%	3.2%	i	21.4%	2.6%	/	3.8%	-11.5%
CCOC(=O)C1(Cc2cccc(OC)c2)CCN(Cc2ccccc2)CC1	10.3%	7.7%	-26.9%	3.7%	8.9%	1.6%	0.3%	-5.0%
Cc1ccc(NC(=O)CCc2ccc(C)o2)c(Br)c1	-1.3%	?	-29.4%	-0.2%	-15.4%	2.5%	-4.4%	-1.8%
O=C(CSc1nnc(-c2cc3ccccc3cc2O)n1Cc1ccco1)c1ccc(F)cc1	18.7%	5.8%	-30.4%[inhibitor]	-2.6%	35.1%	28.1%	-3.9%	16.0%
O=C(O)CCCC(=O)N1CCN(c2nc(-c3ccccc3Cl)c3cc(Br)ccc3n2)CC1	-4.3%	-89.5%[inhibitor]	-6.0%	?	-18.0%	-70.0%[inhibitor]	-2.9%	-6.6%
COC(=O)CSc1nc2cc(C)cc(C)c2cc1C#N	4.0%	-11.5%	-14.5%	11.8%	16.1%	-2.0%	13.3%	-0.6%
CCOC(=O)c1ccc(S(=O)(=O)NNC(=O)Cc2csc(C)n2)cc1	12.9%	-2.2%	i	6.0%	-0.4%	-3.2%[1.84 µM]	14.1%	6.7%
CCCCOc1cccc(C(=O)NC(=S)Nc2cccc(NC(=O)c3ccccc3Cl)c2)c1	-3.1%	6.9%	i	5.9%	-7.8%	2.8%	-14.6%	-0.3%
O=C1CC(c2ccccc2)Cc2nc(NCc3ccco3)ncc21 (centres undefined)	-14.9%	18.0%	-24.5%	-2.4%	/	-3.7%	-20.4%	3.7%
CCCCC(=O)Nc1ncc2c(n1)CC(C)(C)CC2=O	7.3%	20.7%	i	18.1%	-1.5%	0.1%	-0.2%	-4.1%
CC1CCN(S(=O)(=O)c2nnc(NC(=O)COc3ccccc3F)s2)CC1	14.5%	0.0%	-57.5%[inhibitor]	-3.7%	-8.1%	1.8%	-21.2%	0.6%
O=C(Nc1ccon1)c1sc2cc(Cl)ccc2c1Cl	6.1%	30.0%	-21.7%	3.2%	-6.9%	-1.9%	16.8%	-0.5%
CCCCCCN1C[C@@H](O)[C@H](n2cc(-c3ccc(F)cc3)nn2)C[C@@H]1c1ccc(OC)cc1	0.5%	0.0%	i	6.9%	-6.7%	3.2%	2.8%	0.7%
CSc1ccc(Cn2nnc(C(=O)NCc3ccccc3)c2N)cc1	1.2%	11.6%	-0.5%	1.2%	-9.0%	-9.3%	?	-9.7%
COc1cc(SC)ccc1C(=O)NCc1ccc(C)cc1	7.7%	-19.8%	i	-3.4%	31.8%	0.6%	-7.9%	11.1%
Cc1cc(N2CCN(c3ccc(C(F)(F)F)cc3[N+](=O)[O-])CC2)c2ccccc2n1	-8.2%	-2.6%	-49.2%[inhibitor]	?	13.1%	-7.9%	-24.7%	6.8%
CCN1CCc2nc(NC(=O)C(c3ccccc3)c3ccccc3)sc2C1	6.9%	-5.8%	-23.2%[57.5 µM]	-6.6%	?	1.5%	-25.3%	1.8%
Cc1ccc(S(=O)(=O)CCC(=O)OCC(=O)NCC(=O)Nc2cccc(C)c2C)cc1	6.6%	-5.7%	-21.3%	-1.2%	19.8%	-2.7%	-8.6%	14.5%
NS(=O)(=O)c1ccc(CCNC(=O)CCCn2c(=O)[nH]c3ccc(Br)cc3c2=O)cc1	6.3%	-2.1%	-6.6%	-3.1%	-1.3%	0.8%	-18.8%	2.2%
COCCn1nnnc1C(C(C)C)N1CCSCC1 (centres undefined)	8.2%	24.2%	-9.7%	8.3%	-34.0%	-1.1%	7.5%	-7.9%
O=C(c1cccs1)N1CCC(c2ccccc2)C1 (centres undefined)	4.9%	?	-5.6%	5.3%	6.7%	-7.0%	15.7%	4.8%
COC(=O)C1=C(C)NC(=S)NC1/C=C/c1ccccc1 (centres undefined)	5.8%	25.8%	-9.1%	0.3%	-28.3%	1.3%	-17.2%	-2.2%
CCOC(=O)c1[nH]c(C)c(C(=O)OCC(=O)NCc2ccc(OC)c(OC)c2)c1C	-3.2%	9.9%	-10.5%	16.2%	5.9%	-5.1%	-29.2%	-13.2%
COCCCn1c(=O)c2sccc2n2c(CCCC(=O)NCc3ccccc3OC)nnc12	6.3%	-10.9%	-0.3%	8.5%	-8.1%	5.3%	-13.6%	7.6%
Cc1cc(C)n2c(C)nnc2c1	3.3%	-16.4%	-12.9%	-0.8%	8.9%	-1.3%	19.7%	6.2%
CCc1ccc2oc(=O)cc(CN(C)Cc3ccccc3)c2c1	-1.3%[15.6 µM]	2.3%	-4.5%[57.5 µM]	-31.0%	-1.1%	-6.9%	2.4%	2.0%
CCC(CO)N=CC1=C(O)CC(C)(C)CC1=O (centres undefined)	6.2%	4.9%	-3.7%	3.3%	-23.6%	-0.5%	-18.6%	1.9%

Screening results: PubChem BioAssay, National Center for Advancing Translational Sciences (NCATS)
